Assay outcomes (PubChem)
D2 PAM: HTS Assay for Positive Allosteric Modulators of the Human D2 Dopamine Receptor: Primary Screen for Potentiators; HEK293 T-REx D2, calcium flux, EC20 dopamine potentiation; potentiation, % at 10 µM; 0.34% of 340,000 active; AID 485347, 2010;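 active = potentiation over 3 SD above the plate norm, cut at about 30% in these data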; also: 0% is about no effect
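Primary screen. Calcium kinetics in induced HEK293 T-REx D2 cells: compound pre-addition 180 s, EC20 dopamine, 180 s more.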
Anesthetic bind: qHTS Assay for Identification of Novel General Anesthetics | 0.074% of 350,000 active | apoferritin/1-aminoanthracene competitive binding, fluorescence | Ferritin light chain (Equus caballus), P02791 | Potency, µM (series often up to 77.5 µM), inactives show at the top dose activity change, negative = displacement, actives largely listed as inhibitors; also: potency is read from the fitted curve at half-maximal effect; % is scaled to controls: 0 for no effect and ±100 for the full control effect; nearly all actives have a fitted effect of over 20% in size
Target sequence (P02791 2-175 limits assumed): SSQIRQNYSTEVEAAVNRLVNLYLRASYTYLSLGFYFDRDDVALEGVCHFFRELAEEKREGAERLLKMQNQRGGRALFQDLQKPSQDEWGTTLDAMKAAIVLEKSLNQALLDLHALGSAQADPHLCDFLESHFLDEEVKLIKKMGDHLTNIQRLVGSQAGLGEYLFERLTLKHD
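Probe: 1-aminoanthracene (50% saturated, PBS). Protein: horse-spleen apoferritin, 10 uM. Incubation: 10 min, room temperature. Detection: 380 nm excitation, 535 nm emission. Analysis: normalized response, four-parameter Hill.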
RXFP1 agonist: qHTS Assay for Agonists of the Relaxin Receptor RXFP1. HEK293T-RXFP1 cAMP TR-FRET, 30 min; response scale: percent of porcine relaxin response, buffer zero. Potency, µM (series often up to 57.5 µM), inactives show at the highest dose activation, actives largely listed as activators. 0.3% of 370,000 active. Relaxin receptor 1 (Homo sapiens), Q9HBX9; also: potency is read from the fitted curve at half-maximal effect; % is scaled to controls: 0 for no effect and ±100 for the full control effect; nearly all actives have a fitted effect of over 60% in size; many of its hits are not listed in these tables
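HEK293T cells stably expressing RXFP1 were pretreated with the PDE4 inhibitor Ro 20174, exposed to compounds for 30 min at 37C, lysed, and cAMP was read by TR-FRET. Data normalized to buffer (basal) and 29 nM porcine relaxin (100%).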
D1 antagonist: Antagonist of Human D 1 Dopamine Receptor: qHTS | D(1A) dopamine receptor (Homo sapiens), P21728 | HEK293 TREx D1 cells, calcium flux, dopamine EC80; stronger effect = lower value | activity change, negative = inhibition, % at 10 µM | 3.2% of 360,000 active | AID 504652, 2011; in the data active = activity change below about -30%; also: % is scaled to controls: 0 for no effect and ±100 for the full control effect
Target sequence (P21728 whole entry, looked up): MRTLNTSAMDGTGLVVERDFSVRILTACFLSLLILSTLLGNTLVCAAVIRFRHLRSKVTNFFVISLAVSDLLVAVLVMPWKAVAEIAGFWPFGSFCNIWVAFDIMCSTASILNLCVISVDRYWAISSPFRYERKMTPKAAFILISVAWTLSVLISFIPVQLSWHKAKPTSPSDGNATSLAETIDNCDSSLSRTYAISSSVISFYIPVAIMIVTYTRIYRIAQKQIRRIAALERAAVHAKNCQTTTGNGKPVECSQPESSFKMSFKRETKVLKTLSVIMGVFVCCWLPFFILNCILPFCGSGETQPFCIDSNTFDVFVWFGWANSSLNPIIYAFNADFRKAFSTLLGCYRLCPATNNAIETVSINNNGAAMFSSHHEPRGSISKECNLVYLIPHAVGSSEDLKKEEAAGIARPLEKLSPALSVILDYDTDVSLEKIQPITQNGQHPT
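Tetracycline-induced HEK293 T-REx cells with force-coupled D1 receptor were loaded with a no-wash calcium dye. Compound was added after a 10 s baseline and read kinetically for 180 s; EC80 dopamine was then added and calcium flux followed another 180 s.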
D1 PAM: Potentiators of Human D1 Dopamine Receptor: qHTS | D(1A) dopamine receptor (Homo sapiens), P21728 | HEK293 TREx D1 cells, calcium flux, dopamine EC20 potentiation | potentiation, % at 10 µM | 0.036% of 360,000 active; in the data active = potentiation above about 30%; also: 0% is about no effect
TRHR ag: qHTS for Small Molecule Agonists and Allosteric Enhancers of Human TRH Receptor: Primary Screen for Agonists; TRHR cells, calcium flux fluo-8, FDSS agonist mode; Thyrotropin-releasing hormone receptor (Homo sapiens), P34981; activation, % at 2 µM; AID 493084, 2011; 0.18% of 360,000 active; in the data active = activation above about 30%; also: 0% is about no effect
Target sequence (P34981 whole entry, looked up): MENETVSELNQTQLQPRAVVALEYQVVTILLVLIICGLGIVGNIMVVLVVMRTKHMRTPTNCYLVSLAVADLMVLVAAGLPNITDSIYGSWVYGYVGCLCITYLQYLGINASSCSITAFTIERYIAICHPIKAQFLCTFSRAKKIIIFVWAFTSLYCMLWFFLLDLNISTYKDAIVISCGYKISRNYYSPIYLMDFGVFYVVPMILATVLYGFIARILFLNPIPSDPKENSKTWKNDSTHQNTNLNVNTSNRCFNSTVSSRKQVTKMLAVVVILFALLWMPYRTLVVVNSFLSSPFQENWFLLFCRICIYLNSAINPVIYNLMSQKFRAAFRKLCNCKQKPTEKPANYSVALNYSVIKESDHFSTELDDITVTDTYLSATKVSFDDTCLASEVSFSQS
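Read-out: compound-evoked intracellular calcium rise in TRHR cells, fluo-8 dye, kinetic FDSS fluorescence at 1 s/cycle following a 10-cycle baseline. Cells cultured overnight before dye loading (30 min–1.5 h, RT).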
D1 agonist: Allosteric Agonists of the Human D1 Dopamine Receptor: qHTS; D(1A) dopamine receptor (Homo sapiens), P21728; AID 504660, 2011; 1% of 360,000 active; activation, % at 2 µM; HEK293 T-REx D1 cells, calcium flux, agonist mode; in the data active = activation above about 30%; also: 0% is about no effect
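Agonism was scored from calcium flux recorded over 180 s (1 read/s) after pintool compound addition, following a 10-cycle baseline. Cells were inducible force-coupled HEK293 TREx D1, plated overnight at 30 C and loaded with no-wash calcium dye.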
TRHR PAM: qHTS for Small Molecule Agonists and Allosteric Enhancers of Human TRH Receptor: Primary Screen for Enhancers. TRHR cells, fluo-8 calcium fluorescence, EC20 TRH enhancement. enhancement, % at 2 µM. 0.66% of 360,000 active. AID 493056, 2011; in the data active = enhancement above about 30%; also: 0% is about no effect
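Enhancer read-out: after compound pinning and an initial kinetic agonist-mode read, an EC20 of TRH (10 nM final) was injected and fluo-8 calcium signal (Ex 480/Em 530) followed at 1 s/cycle for 100 cycles in TRHR-expressing cells.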
RXFP1 antagonist: qHTS Assay for Antagonists of the Relaxin Receptor RXFP1; Relaxin receptor 1 (Homo sapiens), Q9HBX9; activity change, negative = inhibition, % at 57.5 µM; HEK293-RXFP1, relaxin-stimulated cAMP HTRF, 30 min; stronger effect = lower value; 0.59% of 350,000 active;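 active = activity change of -60% or lower, but not beyond a set lower limit; inconclusive = change between -60% and -40%, or beyond the set limit; inactive = change above -40%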; also: % is scaled to controls: 0 for no effect and ±100 for the full control effect
Numbers without * were called inactive; ? = inconclusive; . = not tested or not shown; & = joins results of further samples; [ ] = another dose, or the depositor's remark. Unless noted, calls follow the shape of the dose curve; as a rule, active = well fitted curve in the direction sought with a large enough effect; inconclusive = small, poorly fitted or top-dose-only effect, or another doubt; inactive = no such curve, though single readings can be large; an effect the other way counts as inactive or inconclusive. Some of the compounds tested; rates above refer to the full screens.

SMILES	D2 PAM	Anesthetic bind	RXFP1 agonist	D1 antagonist	D1 PAM	TRHR ag	D1 agonist	TRHR PAM	RXFP1 antagonist
CS(=O)(=O)N(CCC#N)Cc1ccc(C=O)o1	10	-8%	-0.3%	1	-2	0.9	1	0	?
CN(C)c1ccc(CNc2ncc(Br)cc2Br)cc1	15	-20%	1.7%	2	-2	-0.2	1	-11	-14
CCN(CC)Cc1c(NC(=O)c2ccc(OC)cc2)sc2c1CCCC2	2	-6%	2.8%	0	0	-0.9	-2	0	6
CCCCc1n[nH]c(=S)n1Cc1ccc(Cl)cc1	-8	-5%	0.7%	4	-1	-0.2	-1	-10	-15
COc1cccc2c(=O)n(CC(=O)N3CCN(c4ccccc4)CC3)ccc12	-3	0%	-0.6%	18	3	-0.4	2	-3	1
CCCCc1cc(=O)oc2cc(OCC(=O)NCCN3CCOCC3)c(Cl)cc12	-4	-3%	8.0%	4	1	0.4	6	1	0
COc1ccc(CC(=O)Nc2ccc(OC(C)=O)cc2C(=O)O)cc1	2	-3%	4.3%	0	-1	0.9	2	8	1
CCOc1ccc(C2C(=O)N(C3CCCCC3)CC(=O)N2CCc2ccccc2)cc1OC (stereo unspecified)	1	9%	2.8%	29	0	-0.6	-3	-15	-1
c1coc(-c2nc3ccccc3nc2-c2ccco2)c1	-7	33%[activator]	3.4%	39	-6	0.4	3	0	2
CCN(CC)S(=O)(=O)c1cccc(-c2nnc(SCC(=O)NC)n2CCc2ccccc2)c1	-8	-6%	0.5%	-1	-7	0.1	0	0	-16
Cc1cc(=O)oc2cc(OC(=O)CCN3C(=O)c4ccccc4C3=O)ccc12	13	251%[activator]	0.3%	-4	-2	-0.9	4	12	5
CC(C)c1ccc(NC(=O)c2cn(C3CCCC3)c(=O)c3c2c2ccccc2n3C)cc1	8	146%[activator]	0.2%	5	3	1.0	3	20	?
CCOC(=O)c1c(C)[nH]c(C)c1S(=O)(=O)N1CCC(C(=O)Nc2ccc(OC)c(OC)c2)CC1	.	-3%	-1.7%	8	-3	0.7	3	0	-1
COc1cccc(NC(=O)CSc2ccccn2)c1	-6	?	4.3%	6	-2	0.0	1	-12	-8
Cc1ccccc1NC(=O)c1ccc(S(=O)(=O)C(F)F)cc1	3	-11%	-2.4%	-1	-5	-0.1	3	2	-5
COc1ccc2c(c1)OC(O)(C(F)(F)C(F)F)CC2=O (stereo unspecified)	3	-3%	-0.2%	13	1	8.2	19	0	-11
Cc1n[nH]c(=O)nc1N/N=C/c1ccc(O)c([N+](=O)[O-])c1	4	-4%	3.4%	1	-8	0.4	1	2	6
COc1ccc(N(C)C(=O)CCS(=O)(=O)c2cccc3nsnc23)cc1	25&-2	-11%&3%	-1.4%&-1.3%	7&-1	2&0	-0.1&0.0	-2&2	0&-4	9
CC(C)n1nnnc1SCC(=O)Nc1ccc2c(c1)OCO2	4	5%	-1.9%	-4	0	-0.3	-3	1	-3
Oc1c(C(c2ccccc2Cl)N2CCC(O)CC2)sc2nc(-c3ccco3)nn12 (stereo unspecified)	26	-16%	0.6%	.	4	0.7	-1	1	0
CC(C)(C)c1ccc(OCCCC(=O)Nc2ccc(S(N)(=O)=O)cc2)cc1	23	-11%	-0.3%	2	-1	0.5	3	6	-3
CCc1ccccc1-n1nnnc1SCC(=O)Nc1ccc(N2CCN(C)CC2)cc1	.	-15%	-0.5%	-60*	-6	0.4	3	-2	-29
CC1CCCC(C)N1C(=O)CN1C(=O)NC2(CCOc3ccccc32)C1=O (stereo unspecified)	-5	.	0.8%	-31*	-4	-0.2	5	45*	-6
c1cncc(-c2ccc3[nH]ccc3c2)c1	2	.	-0.1%	.	-4	0.5	1	-2	.
COc1cc(CNCCO)cc(Br)c1OCc1ccccc1	13	-15%	0.6%	2	6	0.1	18	3	-3

Next part.
SMILES	D2 PAM	Anesthetic bind	RXFP1 agonist	D1 antagonist	D1 PAM	TRHR ag	D1 agonist	TRHR PAM	RXFP1 antagonist
O=C(Nc1nc2ccc(Cl)cc2s1)c1cccc(N2C(=O)CCC2=O)c1	-2	.	6.0%	-8	-5	0.6	2	5	-7
Cc1ccc(SCC(=O)NCc2ccc(F)cc2)cc1	-1	-14%	-1.7%	-4	-1	1.0	3	-1	-1
COc1ccc(C2C(C(=O)OC(C)C)=C(C)N=c3s/c(=C\c4cccs4)c(=O)n32)cc1 (stereo unspecified)	-11	-23%	1.4%	-9	-8	1.8	11	-11	-3
Cc1ccc(C)c(OCCNc2ncccc2[N+](=O)[O-])c1	.	-14%	1.0%	17	10	-0.3	12	5	-4
CC1CCN(CC(O)COc2ccc(C(=O)c3ccccc3)cc2)CC1 (stereo unspecified)	9	-18%	-4.8%	10	4	1.3	5	6	-7
CCOC(=O)/C=C/CN(C(=O)OC(C)(C)C)S(=O)(=O)N1CC=CC1	6	-5%&-5%	-0.4%	-11	-5	-0.4	1	-2	.
FC(F)(F)c1nc2ccccc2n2c(-c3ccc(Cl)cc3Cl)nnc12	6	?	-0.5%	-13	-2	-0.4	1	-3	-12
CC1(C)CC(N2CCN(c3ccccc3)CC2)=CC(=[N+]2CCCC2)C1	1	-12%	-0.1%	1	2	0.5	0	-4	-12
O=C(CCC(=O)Nc1ccccc1)N/N=C/c1ccccc1F	0	?	1.2%	5	-11	0.8	3	-1	5
CN1CCN(c2ccc(NC(=S)NC(=O)/C=C/c3ccco3)cc2)CC1	0	?	-3.9%	1	-9	-1.6	17	2	1
COc1ccc(Cn2c3nc4ccccc4nc3c3c(=O)n(Cc4ccco4)cnc32)cc1	6	?	-1.5%	22	9	1.4	0	14	.
Cc1ccc(C)n1-c1ccccc1N1CCCCC1	-5	-14%	0.2%	7	-3	0.5	1	-7	-5
Cc1cc(C)nc(-n2nc(C)c3c(=O)[nH]c(C(F)(F)F)nc32)n1	-2	-7%	0.1%	-5	-3	0.7	3	-6	1
N#CCSc1nc2ccccc2c2nc3ccccc3n12	5	-2%	3.4%	1	-7	0.0	0	-5	-1
Cc1ccc(-n2nc(CO)c(C(=O)NCCCCc3ccccc3)n2)cc1	-2	-3%	-1.5%	-2	3	1.5	13	-2	-4
COc1ccccc1C(=O)Oc1ccc(N2C(=O)CCC2=O)cc1	.	-12%	1.2%	-25	0	0.0	0	2	7
CCNC(=O)CN(C1CCCCC1)S(C)(=O)=O	5	-8%	2.3%	14	-2	0.6	4	-4	-5
CS(=O)(=O)N(CC(=O)NCc1ccco1)c1ccc(Cl)cc1Cl	10	-5%	0.5%	-26	-4	-0.2	2	0	-4
COc1ccc2nc(NC(=O)C3CC(=O)N(c4ccccc4)C3)sc2c1 (stereo unspecified)	6	-7%	1.2%	-2	-7	-0.9	2	-2	6
COC(=O)CN(Cc1ccccc1)S(=O)(=O)c1ccc(OC)c(OC)c1	8	-8%	2.1%	-4	-4	-0.5	3	0	-5
COc1ccc(C)cc1NC(=O)CN1CCN(c2ccc(F)cc2)CC1	.	-20%	1.4%	0	-5	-1.8	4	-9	-20
CCOc1ccc(-n2c(SCC(=O)NCc3ccco3)nnc2-c2c[nH]c3ccccc23)cc1	6	-10%	0.9%	3	-6	-0.1	-3	-2	4
CC(=O)CCC(=O)N1CCCC(CNC(=O)c2ccc(-c3ccccc3)cc2)C1 (stereo unspecified)	2	-14%	-0.8%	11	-4	-1.9	2	-3	2
CCCc1noc(-c2ccc(N3CCCCC3)c([N+](=O)[O-])c2)n1	7	-6%	-3.3%	11	1	0.2	0	1	.
Cc1ccc(NC(=S)NCCc2ccc(S(N)(=O)=O)cc2)cc1C	-7	-4%	-0.9%	-7	0	-0.6	4	-3	6

Further entries.
SMILES	D2 PAM	Anesthetic bind	RXFP1 agonist	D1 antagonist	D1 PAM	TRHR ag	D1 agonist	TRHR PAM	RXFP1 antagonist
CC(C#N)(NC(=O)COC(=O)c1ccccc1NCCO)C1CC1 (stereo unspecified)	-6	.	0.5%	0	2	-0.4	-1	9	6
O=C(COC(=O)c1ccccc1Br)Nc1ccc(F)cc1	2	-6%	0.4%	-6	0	-1.2	0	-1	3
Cc1ccc(-c2nnc(Nc3ccc(O)cc3)c3ccccc23)cc1S(=O)(=O)NCC1CCCO1 (stereo unspecified)	-1	-10%	3.2%	-16	-2	-0.3	0	1	-13
COc1cc(C(=O)NCCC(=O)N2CCN(C)CC2)cc(OC)c1OC	7	-4%	-0.3%	23	-5	0.6	1	5	-18
COc1ccc2c(c1)C=C(C(=O)OCc1cccnc1)CO2	1	-1%	2.2%	-7	-2	-2.0	8	-1	-3
CCCS(=O)(=O)c1csc(C(=O)OC)c1N	7	4%	6.1%	12	2	-0.4	2	0	-4
CC(C)Cc1ccc(S(=O)(=O)N2CCC(c3ccncc3)CC2)cc1	-12	-18%	-0.2%	-23	3	-0.6	12	-5	-21
Cc1ccc(-n2c(C)c(C)c3c(NCCCO)ncnc32)cc1	2	-5%	0.1%	-2	1	-0.8	1	-4	-9
Cc1cccc(Cn2c(SCCO)nc3c2c(=O)n(C)c(=O)n3C)c1	12	4%	2.0%	-13	-5	-0.7	1	4	-15
COc1nccnc1NS(=O)(=O)c1ccc(NC(=O)c2ccccc2Br)cc1	-9	2%	-0.1%	-2	-5	0.3	2	-1	2
CNC(=S)Nc1ccc(OC(F)(F)F)cc1	0	-2%	2.0%	5	1	-3.1	13	-5	-1

Marked active in TRHR PAM, among the entries above:
mol | D2 PAM | D1 antagonist | D1 PAM | TRHR ag | D1 agonist | TRHR PAM | RXFP1 antagonist
CC1CCCC(C)N1C(=O)CN1C(=O)NC2(CCOc3ccccc32)C1=O (stereo unspecified) | -5 | -31* | -4 | -0.2 | 5 | 45* | -6
